# Menin MLL FP TR – menin-MLL binding inhibition, Texas Red mutant peptide | O00255 | Menin + Texas Red MLL mutant peptide, fluorescence polarization | Potency, µM (doses to about 61.6 µM), without a hit: top-dose FP activity change, negative = inhibition, most hits filed as inhibitors | 270,000 compounds, 0.23% hits | AID 1768; active = well fitted inhibition curve with a large enough effect in the polarisation, with a control signal flat, not every such curve was filed as active; inconclusive = small, poorly fitted or top-dose-only effect, or effect the other way, or a change in a side signal; inactive = no such curve, though single readings can be large or run the other way; the % refers to the polarisation; note: potency is the fitted concentration of half-maximal effect; % of control where 0% means no effect; many of its hits are not listed in these tables
# MBNL1-CUG inh – inhibitors of human MBNL1 binding to CUG repeat RNA; 280,000 compounds, 0.036% hits; Q9NR56; TR-FRET MBNL1-His/biotin-(CUG)12 binding, 665/545 ratio; Potency, µM (titrated, usually from 57.5 µM), without a hit: at the highest dose activity change, negative = inhibition, usual class: inhibitors; AID 2675; active = well fitted inhibition curve with a large enough effect in the signal ratio, with a control signal flat, not every such curve was filed as active; inconclusive = small, poorly fitted or top-dose-only effect, or effect the other way, or a change in a side signal; inactive = no such curve, though single readings can be large or run the other way; the % refers to the signal ratio; note: potency is the fitted concentration of half-maximal effect; % is set by controls: 0 for no effect and ±100 for the full control effect
#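 TR-FRET between His-tagged MBNL1 and biotin-(CUG)12 RNA, detected with Tb anti-His antibody (0.055 ng/ul) and streptavidin-XL665 (5 nM), 60 min at room temperature. Compounds titrated 92 nM to 58 uM; 665/545 nm ratio normalized to buffer and complex controls.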
# GALK inh – galactokinase (human) inhibition. Purified GALK, Kinase-Glo residual ATP luminescence. 270,000 compounds, 0.007% hits. Potency, µM (highest dose often 57.5 µM), without a hit: at the highest dose activity change, negative = inhibition, actives largely listed as inhibitors. P51570; note: potency is the fitted concentration of half-maximal effect; % is set by controls: 0 for no effect and ±100 for the full control effect
#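 Human GALK (5 nM) with 35 uM ATP and 100 uM galactose in 20 mM HEPES pH 8.0, 5 mM MgCl2, 60 mM NaCl, 1 mM DTT, 0.01% BSA. After 1 h at room temperature, leftover ATP was read by Kinase-Glo Plus luminescence.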
# KCNH2 WT inh – inhibitors of human wildtype KCNH2 potassium channel; activity change, % at 1.84 µM; 340,000 compounds, 0.37% hits; AID 720551; U2OS, BacMam KCNH2, thallium flux FluxOr; hits give low values; Q12809;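 active = maximum activity change below -70%; inconclusive = maximum activity change between -70% and -50%; inactive = maximum activity change above -50%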; note: % is set by controls: 0 for no effect and ±100 for the full control effect
#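 U2OS cells transduced with wild-type KCNH2 virus are loaded with FluxOr dye for 45 min, and thallium flux is measured in kinetic reads before and after stimulation buffer. Rate constants are normalized to DMSO controls.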
# PKM2 activator – activators of human pyruvate kinase M2 | P14618 | purified PKM2, Kinase-Glo ATP luminescence, activation; response scale: 0% is enzyme alone, no compound | Potency, µM (top dose mostly 57.5 µM), inactives show at the highest dose activation, most hits filed as activators | 260,000 compounds, 0.34% hits | AID 1631; note: potency is the fitted concentration of half-maximal effect; % is set by controls: 0 for no effect and ±100 for the full control effect; nearly all actives have a fitted effect of over 55% in size
#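 Purified hPK-M2 (>95% pure) converted ADP (0.1 mM final) to ATP with 0.5 mM PEP in 50 mM imidazole pH7.2, KCl, MgCl2, Tween 20, BSA; 1 h at room temperature. ATP detected by Kinase-Glo luminescence.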
# Mito fusion yeast – inhibitors of mitochondrial division or activators of mitochondrial fusion. 320,000 compounds, 0.23% hits. Potency, µM (titrated, usually from 46.1 µM), inactives show top-dose growth rescue (activation), most hits filed as activators. S. cerevisiae fusion-defective mutant growth rescue, CellTiterGlo 48 h;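 note: potency is the fitted concentration of half-maximal effect; % of control where 0% means no effect; nearly all actives have a fitted effect of over 45% in size; temperature-sensitive fusion mutants such as fzo1-1 at 37 °C on non-fermentable ethanol glycerol medium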
#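 Temperature-sensitive fusion-defective S. cerevisiae (e.g. fzo1-1, mgm1-5) were grown with compound in YPEG medium (3% ethanol, 3% glycerol) for 48 hours at 37C. Growth rescue was measured as viability by CellTiterGlo luminescence after 10 minutes at ambient.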
# S-ASM inh – inhibitors of human secretory acid sphingomyelinase. P17405. placental ASM, HMU-PC fluorogenic substrate, 60 min. Potency, µM (top dose mostly 57.5 µM), for inactives: top-dose activity change, negative = inhibition, actives largely listed as inhibitors. 340,000 compounds, 0.006% hits. AID 504937; note: potency is the fitted concentration of half-maximal effect
#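 Human placenta-derived ASM enzyme was preincubated with compound for 10 minutes at room temperature, then given fluorogenic substrate HMU-PC0 (9 uM final) for 60 minutes at 37 °C; a pH 10 stop preceded fluorescence reading at Ex 386/Em 447 nm.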
# Eya2 inh – blocks the phosphatase activity of human Eya2; O00167; recombinant Eya2, OMFP fluorescence dephosphorylation (OMFP is methylfluorescein phosphate); Potency, µM (doses to about 76.9 µM), for inactives: top-dose activity, negative = inhibition, most hits filed as inhibitors; 330,000 compounds, 0.006% hits; AID 488837; note: potency is the fitted concentration of half-maximal effect; % is set by controls: 0 for no effect and ±100 for the full control effect
#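 Eya2 protein (added as 0.2 uM solution) was preincubated with compound for 10 min at ambient temperature in 50 mM HEPES pH 7.5, 50 mM NaCl, 5 uM MgCl2, 0.05% BSA, 1 mM DTT. OMFP (added at 50 uM) then reacted 10 min; fluorescence read at 485/525 nm.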
# BCR signal inh – blocks chronic active B-cell receptor signaling; ABC-DLBCL IkBa-CBG/CBR reporter, luminescence ratio, 4 h; Potency, µM (titrated, usually from 46.1 µM), for inactives: at the highest dose ratio change, negative = lower green/red ratio, actives largely listed as inhibitors; 340,000 compounds, 0.05% hits; AID 493014; active = well fitted inhibition curve with a large enough effect in the signal ratio, with a control signal flat, not every such curve was filed as active; inconclusive = small, poorly fitted or top-dose-only effect, or effect the other way, or a change in a side signal; the % refers to the signal ratio;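 note: potency is the fitted concentration of half-maximal effect; plate controls were basal doxycycline-induced cells for no effect and cells given 10 µM MG132 for full effect; MG132 reads +100%, hits lower the ratio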
#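 Cell line TMD8 (human ABC DLBCL), stably expressing tet-inducible CBG68-IkBa fusion and CBR; IMDM/0.5% FBS; cpd up to 46 uM; dox induction, 4 h, 37C/5% CO2; dual luminescence; green/red ratio; MG132 control.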
# USP2a inh – USP2a (human) protease inhibition | O75604 | USP2 core, Ub-CHOP2 coupled fluorogenic reporter, 485/531 | Potency, µM (titrated, usually from 38.3 µM), without a hit: at the top dose activity change, negative = inhibition, hits mostly inhibitors | 330,000 compounds, 0.01% hits;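 note: potency is the fitted concentration of half-maximal effect; plate controls were DMSO wells for no effect and full inhibition by NEM control for full effect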
#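 Cell-free coupled assay: 10nM USP2 core preincubated 30min RT with compound in Tris-HCl pH 8.0/CaCl2/CHAPS buffer, then 25nM Ub-CHOP2 and 25nM reporter substrate; fluorescence (Ex 485/Em 531) read after 60min RT, normalized to NEM inhibition, concentration-response curves fitted.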
# TSHR antag – blocks TSH signaling through the human TSH receptor; P16473; TSHR-expressing cells, TSH-stimulated cAMP HTRF, 2 h; hits give low values; activity change, negative = inhibition, % at 11.5 µM; 330,000 compounds, 0.2% hits;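 active = activity change below a set negative limit, meaning inhibition stronger than a set level, cut at about -70% in these data; inconclusive = activity change between two set negative limits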; note: % is set by controls: 0 for no effect and ±100 for the full control effect
# Target sequence (P16473 whole entry, looked up): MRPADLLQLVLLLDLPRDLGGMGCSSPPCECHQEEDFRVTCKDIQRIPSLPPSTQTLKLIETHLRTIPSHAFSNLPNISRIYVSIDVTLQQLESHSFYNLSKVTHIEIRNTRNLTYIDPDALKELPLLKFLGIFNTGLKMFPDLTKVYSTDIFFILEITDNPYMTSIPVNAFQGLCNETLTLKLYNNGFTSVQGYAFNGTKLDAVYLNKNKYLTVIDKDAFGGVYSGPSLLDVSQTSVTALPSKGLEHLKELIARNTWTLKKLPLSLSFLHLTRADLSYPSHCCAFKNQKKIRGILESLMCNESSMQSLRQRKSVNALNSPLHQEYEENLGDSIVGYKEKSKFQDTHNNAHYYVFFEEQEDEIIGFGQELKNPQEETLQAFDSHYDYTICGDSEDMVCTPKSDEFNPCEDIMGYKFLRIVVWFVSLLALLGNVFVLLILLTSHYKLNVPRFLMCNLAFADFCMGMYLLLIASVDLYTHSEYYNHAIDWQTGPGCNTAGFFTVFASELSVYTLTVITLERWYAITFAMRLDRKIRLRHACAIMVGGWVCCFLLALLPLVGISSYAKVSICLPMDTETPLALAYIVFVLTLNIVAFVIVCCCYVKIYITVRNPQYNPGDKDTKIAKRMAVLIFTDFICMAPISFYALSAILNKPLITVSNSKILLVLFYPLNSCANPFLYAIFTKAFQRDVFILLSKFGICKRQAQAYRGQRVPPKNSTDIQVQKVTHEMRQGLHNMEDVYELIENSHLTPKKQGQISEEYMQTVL
#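 Cell-based HTRF cAMP assay; TSHR cells + compound, TSH EC80 (4nM final), 2 h, 37 deg C. Lysis with anti-cAMP cryptate and cAMP-d2, 30 min RT, read 665/620 nm.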
# An asterisk follows results filed as active; i = inactive; ? = inconclusive; . = not tested or not shown; [ ] = another dose, or the depositor's remark. Unless noted, calls come from the whole dose curve; as a rule, active = well fitted curve in the direction sought with a large enough effect; inconclusive = small, poorly fitted or top-dose-only effect, or another doubt; inactive = no such curve, though single readings can be large; an effect the other way counts as inactive or inconclusive. An excerpt, so the mix of outcomes need not match the whole.
SMILES,Menin MLL FP TR,MBNL1-CUG inh,GALK inh,KCNH2 WT inh,PKM2 activator,Mito fusion yeast,S-ASM inh,Eya2 inh,BCR signal inh,USP2a inh,TSHR antag
COc1cc(OC)cc(C(=O)NCC2CCCN(C(=O)c3oc(C)cc3C)C2)c1 (stereo not drawn),-13%,-1%,-1%,4,0%,2%,.,7%,1%,0%,-5
Cc1cccn2c(/C=N/OCc3cccc(F)c3)c(-c3ccc(Cl)cc3)nc12,.,2%,-1%,6,-2%,-1%,-15%,-4%,-2%,0%,-1
COc1cc(NC(=O)CN(C)S(=O)(=O)c2ccc(-c3ccc(=O)[nH]n3)s2)cc(OC)c1,?,38%[activator],-6%,-10,.,0%,-2%,9%,1%,1%,-1
COc1cc(C(=O)N[C@@H](C)C(=O)N2CCC3(CC2)NCCc2[nH]cnc23)cc(OC)c1OC,.,0%,2%,1,.,-10%,4%,10%,-11%,-1%,-6
Cc1ccc(S(=O)(=O)NCC(=O)NCCc2c[nH]c3ccccc23)cc1C,.,1%,-2%,1,-11%,3%,1%,4%,-3%,7%,-3
CCOC(=O)C1=C(CSc2n[nH]c(N)n2)NC(=O)NC1C (stereo not drawn),0%,8%,-2%,-11,-1%,0%,-1%,4%,-2%,1%,-6
O=C(CCC(=O)N(CC(=O)NC1CCCC1)C1CCCCC1)Nc1ccccn1,12%,-10%,-1%,-7,7%,7%,1%,2%,15%,2%,-14
Cc1cc(NC(=O)CCC2COc3ccccc3O2)no1 (stereo not drawn),8%,-2%,0%,-4,-6%,-3%,2%,-12%,12%,0%,4
COc1ccc(CCN2CC(C(=O)N3CCN(C(C)=O)CC3)CCC2=O)cc1 (stereo not drawn),.,-3%,8%,28,-12%,1%,0%,4%,-4%,2%,-12
O=C(NCc1ccco1)c1ccccc1-c1nc(-c2ccc(F)cc2)no1,.,.,9%,8,-6%,5%,2%,26%,-5%,1%,-1
CC[C@]12c3[nH]c4ccc(OC)cc4c3CCN1C(=O)C(CC(=O)NCC13CC4CC(CC(C4)C1)C3)C[C@@H]2C(=O)N1CCN(C(=O)C2CC2)CC1 (stereo partly drawn),.,.,.,-2,.,.,-8%,2%,?,1%,-12
CC(C)(O)C#Cc1ccc(C(=O)N2CCN(C(=O)c3ccco3)CC2)cc1,3%,10%,-8%,2,-2%,0%,1%,2%,19%,-12%,-6
Cc1ccc(S[C@@H](CCN2CC[C@H](NC(=O)OCc3ccccc3)CCC2=O)c2ccccc2)cc1,-1%,-8%,.,9,-3%,-9%,-3%,0%,0%,0%,-14
Cc1ccc(OCC(=O)N2CCN(C(=O)c3ccco3)CC2)cc1,-8%,-1%,-2%,-18,3%,2%,-3%,-21%,-8%,0%,15
COc1ccc(C(=O)N2CCCCCC2)cc1S(=O)(=O)N1CCOCC1,-5%,4%,0%,-17,2%,-6%,3%,-4%,1%,0%,2
CCN(CC)S(=O)(=O)c1ccc(N2CCCC2)c(NS(=O)(=O)c2ccc(OC)cc2)c1,-7%,0%,0%,-6,9%,0%,-3%,-2%,3%,0%,7
CCOC(=O)C1=CN(Cc2cccc(-c3cccnc3)c2)S(=O)(=O)N(C)C1C (stereo not drawn),.,.,.,-3,.,.,-1%,-10%,?,-9%,-34
Cc1ccccc1OCC(=O)Nc1sc(C(=O)Nc2cccc(C)c2C)c(C)c1C#N,-14%,?,0%,-1,-8%,-4%,1%,0%,-1%,4%,3
Cc1cc(C(=O)OCC(=O)N2CC(=O)Nc3ccccc32)c(C)n1-c1ccc(F)cc1,?,-8%,-1%,-12,-2%,3%,-1%,3%,?,-1%,12
NCCCC[C@@H](C(=O)NCCCCCCCCCCC(=O)N1CCNCC1)n1cc(CCO)nn1,.,.,.,-8,.,-4%,5%,13%,1%,8%,3
Cc1sc2nc(CSc3n[nH]c(N)n3)[nH]c(=O)c2c1C,-2%,-3%,8%,-4,-11%,5%,-1%,24%,?,0%,15
CC1CCC2(CC1)NC(=O)N(CC(=O)Nc1cccc(S(=O)(=O)N3CCCC3)c1)C2=O (stereo not drawn),.,.,.,14,.,-1%,2%,-17%,0%,-3%,7
CCS(=O)(=O)N1CCCC(C(=O)N2CCc3ccccc3C2)C1 (stereo not drawn),-6%,-11%,-2%,-8,-5%,-2%,1%,-13%,-1%,0%,3
COC(=O)C(O)(CC(=O)Nc1cccc(SC)c1)C(F)(F)F (stereo not drawn),-30%,-1%,-3%,5,-3%,-1%,1%,-27%,0%,0%,9
CC(CO)NCC12CC3CC(CC(C3)C1)C2 (stereo not drawn),-22%,-1%,4%,-8,2%,4%,1%,-2%,0%,1%,-3
CN1CCN(S(=O)(=O)c2ccc3c(c2)NC(=O)C2CCCN32)CC1 (stereo not drawn),-17%,5%,-2%,-4,-1%,1%,17%,1%,7%,-4%,-7
CC1CCCC(C)N1C(=S)SCC(=O)O (stereo not drawn),2%,-8%,8%,1,2%,2%,6%,-7%,16%,0%,-3
Cc1ccc(S(=O)(=O)Nc2nonc2C)cc1,-1%,-2%,-2%,-1,-1%,-1%,-1%,7%,7%,-2%,1
CC(c1ccc(F)cc1)n1cc(S(=O)(=O)N2CCCC2)ccc1=O (stereo not drawn),.,.,.,4,.,-1%,3%,21%,2%,4%,7
COC(=O)c1c(SCC(=O)NC2CCCCC2)[nH]c2ccccc2c1=O,.,11%,-2%,8,.,7%,-2%,1%,0%,1%,5
CCn1c(C)cc(/C=C2/NC(=O)N(Cc3ccccc3F)C2=O)c1C,-3%,41%[activator],.,i,7%,1%,40%,4%,?,1%,-3
CCNc1nnc(SCC(=O)N2c3ccccc3NC(=O)CC2C)s1 (stereo not drawn),.,.,.,2,.,-2%,23%,15%,0%,0%,28
Cc1nn(-c2ccccc2)c(Cl)c1C(=O)N1CCN(C)CC1,-9%,17%,-1%,-13,-3%,-1%,0%,2%,-4%,-1%,3
Nc1nnc(CC(=O)N/N=C/c2ccc([N+](=O)[O-])cc2)s1,.,?,0%,-1,-3%,0%,0%,-11%,2%,10%,2
Cc1cccc(C)c1NC(=S)N/N=C/c1ccc(C(=O)O)cc1,.,3%,0%,-8,3%,2%,0%,6%,0%,2%,22
CO/N=C(/CS(=O)(=O)c1ccc(C)cc1)c1ccc(OC)cc1,-1%,-8%,2%,-5,6%,-2%,-1%,3%,?,3%,0
CCOC(=O)N1CCN(Cc2nc3ccc([N+](=O)[O-])cc3c(=O)n2-c2cccc(OC)c2)CC1,-2%,?,-2%,10,-1%,4%,-1%,-1%,0%,4%,-3
Cc1ccc2cc3cc(C(=O)NCCCN4CCCC4)oc3nc2c1,-23%,?,7%,1,1%[0.46 µM],-2%,27%,0%,11%,0%,9
CSc1ccc(S(=O)(=O)N2CCC(C(=O)NCCN3CCOCC3)CC2)cc1,?,-4%,3%,8,0%,-2%,2%,-7%,7%,3%,5
C/C(=N\NC(=O)Cc1ccc(Cl)cc1)c1ccc(F)cc1,-9%,-5%,-3%,-18,-4%[11.5 µM],1%,3%,-5%,4%,4%,27
CC(=C/c1ccccc1)/C=N/NC(=O)c1ccccn1,.,?,0%,3,-15%,-5%,2%,4%,?,3%,1
O=C(COc1ccc(Br)cc1Cl)Nn1cnnc1,0%,-10%,1%,-3,-12%,-1%,-3%,-2%,?,4%,2
O=C(NCC(c1cccnc1)N1CCOCC1)c1ccc2c(c1)OCO2 (stereo not drawn),5%,-7%,-2%,-4,-21%,-1%,0%,-2%,5%,-6%,5

# Bioassay records: PubChem, National Center for Advancing Translational Sciences (NCATS)
